Source: PubChem BioAssay (National Center for Advancing Translational Sciences (NCATS))
AmpC det inh: inhibitors of E. coli AmpC beta-lactamase with detergent. P00811. purified AmpC, nitrocefin hydrolysis with detergent. Potency, µM (series often up to 28.7 µM), for the others: at the highest dose activity change, negative = inhibition. 0.09% of 71,000 active. AID 584; active means well fitted curve in the direction sought with a large enough effect
Target sequence (P00811 whole entry, looked up): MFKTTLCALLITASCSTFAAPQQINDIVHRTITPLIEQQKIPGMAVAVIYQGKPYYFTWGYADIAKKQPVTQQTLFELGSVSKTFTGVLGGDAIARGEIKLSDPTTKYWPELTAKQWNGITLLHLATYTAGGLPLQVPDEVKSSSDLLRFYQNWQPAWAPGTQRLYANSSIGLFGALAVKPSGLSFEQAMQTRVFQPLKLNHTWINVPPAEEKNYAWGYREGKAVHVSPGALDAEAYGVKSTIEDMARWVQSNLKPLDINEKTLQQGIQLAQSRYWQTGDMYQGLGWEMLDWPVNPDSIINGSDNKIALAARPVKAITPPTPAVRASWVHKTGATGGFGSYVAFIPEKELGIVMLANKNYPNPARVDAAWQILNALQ
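E. coli AmpC (5.3 nM) in 20 mM phosphate pH 7.0 with 0.01% Triton X-100, preincubated 15 min RT with compound; nitrocefin (2 uL of 800 uM stock) hydrolysis followed by 480 nm absorbance every 20 s over 4 min.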
Numbers without * were called inactive; & = joins results of further samples. On the % scale 0 is the no-effect control and ±100 the full control effect; potency means the concentration at half of the fitted maximal effect. Only part of the results is shown (hit frequency here may not be typical).

structure	AmpC det inh
CC1(C)Cc2c(sc(NC(=O)c3ccco3)c2C#N)CO1	0%
CC1CCN(c2ccccc2N)CC1	-3%
Cc1ccc(C(C)C)c(OCC(O)CN2CC(C)OC(C)C2)c1 (stereo unspecified)	1%
Cc1ccc(-c2csc3ncnc(Sc4nnc(CN5CCCCCC5=O)o4)c23)cc1	-5%
CCc1nc2c(cnn2-c2ccc(Cl)cc2)c(=O)n1-c1ccc2c(c1)OCCO2	1%
CCCCn1c(=O)n(C)c(=O)c2c(C(F)(F)F)cc(-c3ccncc3)nc21	10%
O=C(c1cccs1)N(C(=O)c1cccs1)c1ccccn1	8%
COc1ccccc1CN1CC[C@@]2(CCCN(C(=O)c3c(C)noc3C)C2)C1	-2%
CCOC(=O)c1[nH]c(C)c(C(=O)c2cc(F)ccc2F)c1C	-5%
CN(C)CCNC(=O)C(C(=O)c1ccc(F)cc1)n1ccccc1=O (stereo unspecified)	-1%
CC(C)NC(=O)CN1CCC(O)(c2ccccc2)CC1	0%
CC(C)(C)c1ccc(S(=O)(=O)N2CCN(CCC#N)CC2)cc1	10%
O=C(O)c1ccccc1S(=O)(=O)c1ccccc1CO	-4%
COCCN(CCOC)S(=O)(=O)c1ccc(C(=O)Nc2nc(-c3ccncc3)cs2)cc1	-3%
COC(=O)C1CCN(C(=O)CSc2nnc(-c3ccncc3)o2)CC1	13%
Cc1c(NC(=O)OCCSc2nc(N(C)C)nc(N(C)C)n2)sc(=S)n1C	6%
N#Cc1nc(-c2ccc(OCc3ccccc3)cc2)oc1NCCCn1ccnc1	-9%
CCOc1cccc(OCCOCCN2CCCC2)c1	9%
OC(COc1ccc(Cl)c2ccccc12)CN1CCN(c2ccccn2)CC1 (stereo unspecified)	7%
CN(C)C=O	8%&10%
CCS(=O)(=O)n1nc(-c2ccccc2)cc1N	2%
Cc1ccc(C)c(CN2C(=O)C3(OCCCO3)c3ccccc32)c1	-1%

Individual results from above.
Result of CCOC(=O)c1[nH]c(C)c(C(=O)c2cc(F)ccc2F)c1C under AmpC det inh: -5%
Result of CN(C)C=O under AmpC det inh: 8%&10%
Result of CN(C)CCNC(=O)C(C(=O)c1ccc(F)cc1)n1ccccc1=O (stereo unspecified) under AmpC det inh: -1%

4 entries from above, with each value named:
> CCOc1cccc(OCCOCCN2CCCC2)c1
  AmpC det inh: 9%

> N#Cc1nc(-c2ccc(OCc3ccccc3)cc2)oc1NCCCn1ccnc1
  AmpC det inh: -9%

> OC(COc1ccc(Cl)c2ccccc12)CN1CCN(c2ccccn2)CC1 (stereo unspecified)
  AmpC det inh: 7%

> Cc1ccc(-c2csc3ncnc(Sc4nnc(CN5CCCCCC5=O)o4)c23)cc1
  AmpC det inh: -5%

A second format for part of the listing above:
CCOC(=O)c1[nH]c(C)c(C(=O)c2cc(F)ccc2F)c1C
  AmpC det inh: -5%
CN(C)CCNC(=O)C(C(=O)c1ccc(F)cc1)n1ccccc1=O (stereo unspecified)
  AmpC det inh: -1%
